# GIRK2 act: GIRK2 channel activators by thallium flux; P48051; HEK293 GIRK2/NPY4 cells, thallium flux fluorescence; activation (% efficacy), % for hits at 37.5 µM; 34,000 tested, under 10 active;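 active means primary screen hit, no activity in plain HEK293 cells, and in GIRK2-only cells above 5% efficacy rising with concentration; inactive means the rest, including fluorescent compounds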;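 further: efficacy is normalized control-subtracted fluorescence 15 s after thallium addition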
# Target sequence (P48051 whole entry, looked up): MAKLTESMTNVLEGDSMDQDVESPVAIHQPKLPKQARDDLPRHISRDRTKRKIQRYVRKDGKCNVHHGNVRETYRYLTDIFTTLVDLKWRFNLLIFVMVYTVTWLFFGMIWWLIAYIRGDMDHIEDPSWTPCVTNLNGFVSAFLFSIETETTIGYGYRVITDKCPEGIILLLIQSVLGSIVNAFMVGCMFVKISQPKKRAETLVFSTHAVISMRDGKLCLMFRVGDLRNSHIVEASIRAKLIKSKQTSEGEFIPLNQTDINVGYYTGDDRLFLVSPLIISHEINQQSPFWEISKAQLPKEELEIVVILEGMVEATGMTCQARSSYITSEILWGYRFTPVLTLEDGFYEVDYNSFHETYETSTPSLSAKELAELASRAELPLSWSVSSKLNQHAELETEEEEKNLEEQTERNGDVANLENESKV
# Calls only; i = inactive.
SMILES	GIRK2 act
COc1cccc(OC)c1C(=O)Nc1cccc(N2CCCCC2=O)c1	i
CCOC(=O)C1CCN(c2c(C#N)cnc3ccc(OCC)cc23)CC1	i
COc1ccc(OCC(=O)N2CCN(c3ncnc4c3nnn4C)CC2)cc1	i
COc1ccc(NC(=O)C2CCN(c3ccc(-c4ccccc4OC)nn3)CC2)c(OC)c1	i
CCOc1ccc(NC(=O)CC(C)n2nc(C)c(C)c2C)cc1 (configuration not stated)	i
CCCC(=O)N1c2ccccc2CC1C(N)=O (configuration not stated)	i
O=C(NCc1ccc(F)cc1)N1CCOC(c2ccc(C(F)(F)F)cc2)C1 (configuration not stated)	i
Cc1nnsc1C(=O)NCC1CCN(Cc2ccsc2)CC1	i
O=C(c1ccc(F)cc1)N(CCCn1ccnc1)c1nc2c(F)cccc2s1	i
O=C(CN1C(=O)c2ccccc2S1(=O)=O)Nc1ccc(F)c(C(F)(F)F)c1	i
O=C(NCCCc1ccccc1)NCC1CCN(C2CCCC2)CC1	i
O=c1ccc(-c2ccccc2)nn1CCCNS(=O)(=O)c1cccnc1	i
COc1cccc(CNS(=O)(=O)CCCOc2ccc(F)cc2)c1	i
COc1ccc(CC(=O)NCCNc2ccc(C)nn2)cc1	i
O=C(c1ccc(Cn2c(=O)[nH]c3ccccc3c2=O)cc1)N1CCN(c2ncccn2)CC1	i
CCSc1nnc(NC(=O)c2nnn(-c3ccc(OC)cc3)c2C)s1	i
Cc1ccc(-c2nnc(NC(=O)c3cccc(F)c3)o2)cc1C	i
O=S(=O)(c1ccc(F)cc1F)N1CCN(c2ccc(-c3ccco3)nn2)CC1	i
O=C(Cc1cc(-c2ccc3c(c2)OCCO3)on1)NCc1ccco1	i
O=S(=O)(NCC(O)(c1ccco1)C1CC1)c1cccc(C(F)(F)F)c1 (configuration not stated)	i
O=C(c1ccc(N2C(=O)C3CCCCC3C2=O)cc1)N1CCN(Cc2ccccc2)CC1 (configuration not stated)	i
O=C(CN1CC(c2nc(-c3ccsc3)no2)C1)N1CCOCC1	i
Cc1cc2c(=O)[nH][nH]c(=S)n2n1	i
COc1cccc2cc(C(=O)N(Cc3cccn3C)C3CC3)c(=O)oc12	i
COc1ccc(C(=O)Nc2cccc(N3CCCCC3=O)c2)cc1	i
O=S(=O)(NC1(c2nc(-c3cccnc3)no2)CCCCC1)c1cccs1	i
COc1ccc(CCS(=O)(=O)NCC(O)c2cccn2C)cc1 (configuration not stated)	i
O=C(NCCS(=O)(=O)N1CCN(c2ccccn2)CC1)c1cc(=O)c2ccccc2o1	i
CN(C)C(CNC(=O)C(=O)Nc1ccc([N+](=O)[O-])cc1)c1ccc(F)cc1 (configuration not stated)	i
Cc1ccsc1C(O)CNC(=O)C1(c2ccc(Cl)cc2)CCCC1 (configuration not stated)	i

# Sorted by number of heavy atoms (largest number first): part of the list above.
SMILES	GIRK2 act
O=C(c1ccc(N2C(=O)C3CCCCC3C2=O)cc1)N1CCN(Cc2ccccc2)CC1 (configuration not stated)	i
O=S(=O)(c1ccc(F)cc1F)N1CCN(c2ccc(-c3ccco3)nn2)CC1	i
CCSc1nnc(NC(=O)c2nnn(-c3ccc(OC)cc3)c2C)s1	i
COc1ccc(C(=O)Nc2cccc(N3CCCCC3=O)c2)cc1	i
O=C(CN1CC(c2nc(-c3ccsc3)no2)C1)N1CCOCC1	i
Cc1cc2c(=O)[nH][nH]c(=S)n2n1	i

# 2 entries from above, as labelled records:
O=S(=O)(NC1(c2nc(-c3cccnc3)no2)CCCCC1)c1cccs1
  GIRK2 act = i
O=C(Cc1cc(-c2ccc3c(c2)OCCO3)on1)NCc1ccco1
  GIRK2 act = i

# (more compounds)
SMILES	GIRK2 act
CN1C(=O)Cc2cc(NC(=O)/C=C/c3ccccc3)ccc21	i
Cc1nnsc1C(=O)N1CCC(CNC(=O)Nc2ccccc2C(F)(F)F)CC1	i
CCOC(=O)c1ccccc1NC(=O)CN1CCC(Cn2cnc3ccccc32)CC1	i
CC(C)(C)NC(=O)c1cc2cc(Cl)cc(Cl)c2oc1=O	i
NC(=O)CNC(=O)c1n[nH]c2ccccc12	i
O=C(NCC(c1ccco1)N1CCOCC1)c1cnccn1 (configuration not stated)	i
O=S(=O)(c1cccs1)N1CCC(c2nc(-c3cccc(Br)c3)no2)CC1	i
CSc1ccc(CN2Cc3ccccc3NC2=S)cc1	i
COc1cccc(OC)c1C(=O)Nc1cccc(N2CCCC2=O)c1	i
Cc1cc([N+](=O)[O-])ccc1NC(=O)c1ccc(N2CCCCS2(=O)=O)cc1	i
C=CCN(CC=C)C(=O)Cn1c(C2CC(=O)N(c3cccc(C)c3)C2)nc2ccccc21 (configuration not stated)	i
O=C1OC2(CCCCC2)OC(=O)C1=CNc1ccc(Cl)cn1	i
O=C(Cc1ccccc1F)Nc1cccc(-c2ccc3nnc(-c4cccs4)n3n2)c1	i
CCOc1ccc2ccccc2c1C(=O)Nn1cnc2c(cnn2C(C)(C)C)c1=O	i
Cc1cc(NC(=O)c2cccc(S(C)(=O)=O)c2)n(C)n1	i

# Brought forward from above: 2 entries, then new ones.
SMILES	GIRK2 act
CCOc1ccc2ccccc2c1C(=O)Nn1cnc2c(cnn2C(C)(C)C)c1=O	i
Cc1cc(NC(=O)c2cccc(S(C)(=O)=O)c2)n(C)n1	i
CNC(=O)Cc1csc(Nc2cccc(C(F)(F)F)c2)n1	i
Cn1c(C(=O)N2CCOCC2)ccc1-c1cc(C(F)(F)F)ccc1Cl	i
COc1ccccc1-c1nnc2ccc(OCCNC(=O)Nc3ccccc3)nn12	i
COc1ccc2nc(-c3ccc(NC(=O)C(C)Oc4ccccc4F)cc3)cn2n1 (configuration not stated)	i
CCCc1cc(=O)[nH]c(-n2nc(-c3ccco3)cc2NC(=O)c2cc(-c3ccccc3)on2)n1	i
CNC(=O)CCc1csc(NC(=O)c2ccc[nH]c2=O)n1	i
Cc1ccc(S(=O)(=O)NCC2CCN(C)CC2)c(C)c1	i
O=C1CCCC(=O)N1CCS(=O)(=O)NCC(O)Cc1ccccc1 (configuration not stated)	i
CCOc1ccc(C(=O)NCCC(O)c2ccccc2)cc1 (configuration not stated)	i
O=S(=O)(NCCOc1ccc2nnc(-c3ccccc3)n2n1)c1ccccc1Cl	i
COc1ccc(NC(=O)CSc2c(C)cnc3c2c(=O)n(C)c(=O)n3C)cc1	i
COc1cccc(C(=O)NNC(=O)c2ccc(=O)n(Cc3ccccc3)c2)c1OC	i
COc1ccc2nc(-c3ccc(OC)c(NC(=O)c4ccccc4F)c3)cn2n1	i
O=C(NCc1ccc(F)cc1)C(=O)NCC1CCN(c2ccccn2)CC1	i
CCc1nnsc1C(=O)Nc1ccc(S(=O)(=O)N(C)c2ccccc2)cc1	i
O=C(COc1ccc(Cl)cc1)N1CCN(C(=O)c2cnn3ccccc23)CC1	i
O=C(C1CC1)N1CCc2ccc(NS(=O)(=O)CCc3ccccc3)cc21	i
COc1ccc(F)cc1S(=O)(=O)NCC1CCN(C(=O)c2cccn(C)c2=O)CC1	i
Cn1c(=O)n(CC(N)=O)c(=O)c2c1nc1n(-c3ccccc3F)c(-c3ccccc3)cn21	i
CC(=O)Nc1ccc(C(=O)NCCNC(=O)c2c(F)cccc2Cl)cc1	i
O=C(Nc1ccc2ncsc2c1)c1ccc(S(=O)(=O)N2CCOCC2)cc1	i
CCOc1ccc(-c2ccc(=O)n(CCCC(=O)NCc3ccc(F)cc3)n2)cc1	i
O=C(NCCC(O)c1ccco1)C(=O)Nc1cccc(N2CCCCC2=O)c1 (configuration not stated)	i
Cn1nccc1C(=O)Nc1sc2c(c1C(N)=O)CCC2	i
CCOc1nn(CC)cc1-c1nnc(SCC(=O)Nc2ccc(Cl)cc2)n1C	i
CCCc1cc(=O)n(CC(=O)Nc2nc(C)cs2)cn1	i
Cc1cc(C)n2nc(C(=O)O)c(-c3ccccc3)c2n1	i
Cc1ccc2nc(N(Cc3ccccn3)C(=O)c3ccc(S(=O)(=O)C(C)C)cc3)sc2c1	i
O=C(CCC1=NS(=O)(=O)c2ccccc2N1)NCc1cccc(Cl)c1	i
O=C(NCCc1ccsc1)c1ccc(C(F)(F)F)cc1	i

# The listing continues.
Compound,GIRK2 act
CS(=O)(=O)Nc1ccccc1C1=NN(S(C)(=O)=O)C(c2ccco2)C1 (configuration not stated),i
CC(C)c1ccc(OCC(=O)Nc2cc(C3CC3)nn2-c2nc(C(C)C)cc(=O)[nH]2)cc1,i
COc1cccc(C(CNC(=O)C(=O)NCc2ccc(Cl)cc2)N2CCOCC2)c1 (configuration not stated),i
O=C(Nc1nccs1)c1cc2cc(Cl)ccc2o1,i
CC(C)(C)C(=O)N1CCc2ccc(NC(=O)COc3ccc(C(C)(C)C)cc3)cc21,i
COc1ccc(NC(C)=O)cc1NC(=O)Cc1cc(-c2ccc(C)cc2)on1,i
Cc1ccc(OCC(=O)NCC2CCN(Cc3ccncc3)CC2)cc1,i
Cn1nc(NC(=O)Cn2cnc3ccccc32)c2c1NC(=O)CC2c1ccco1 (configuration not stated),i
CCc1nnc(-c2ccc(NC(=O)COC)cc2)o1,i
COc1ccc(Cl)cc1NC(=O)Nc1cc(N2CCCS2(=O)=O)ccc1OC,i
Cc1nnsc1C(=O)N1CCC(c2ccsc2)CC1,i
CC(=O)N1CCN(c2oc(-c3ccccc3)nc2S(=O)(=O)c2ccccc2)CC1,i
COc1cc(/C=C/C(=O)N2CC(c3nc(-c4ccsc4)no3)C2)cc(OC)c1OC,i
O=C(NCc1cccs1)C(=O)NCC1CCN(C(=O)c2cc3ccccc3o2)CC1,i
COc1ccc(CC(=O)Nc2cc(C)nn2C(C)C)cc1C,i
CC1CCN(CCNC(=O)c2ccc3c(=O)n(Cc4ccc(Cl)cc4)c(=S)[nH]c3c2)CC1,i
COC(=O)N1CCC(CNC(=O)C(=O)Nc2cccnc2)CC1,i
COC(=O)C12CC3CC(CC(NC(=O)C4CCN(S(C)(=O)=O)CC4)(C3)C1)C2,i
Cc1nc2c(-c3ccccc3)cnn2c(NCCCn2ccnc2)c1C,i
COCCN1CCC(CNS(=O)(=O)c2cc(F)ccc2F)CC1,i
CCOC(=O)CNC(=O)c1ccc(S(=O)(=O)N2CCCC2)o1,i
Cc1c(Cl)ccc2sc(NC(=O)C3CCCN(S(C)(=O)=O)C3)nc12 (configuration not stated),i
O=C(NCC1(O)CCc2ccccc21)Nc1cccc(C(F)(F)F)c1 (configuration not stated),i
COCCCNC(=O)CSc1nnc2c(=O)n(Cc3ccc(F)cc3)ccn12,i
O=C(NCC(=O)N1CCN(c2ccccc2Cl)CC1)c1c[nH]c2ccccc12,i
COc1cn(-c2ccc(F)cc2)nc1C(=O)N1CCc2ccccc2C1,i
Cc1cc(C(=O)NCCCC(=O)Nc2cccc3cccnc23)c(C)o1,i
Cc1ccc(S(=O)(=O)NCC(c2ccc(F)cc2)N(C)C)cc1 (configuration not stated),i
O=C(NCc1ccc2c(c1)OCO2)c1ccc(N2CCCCS2(=O)=O)cc1,i
O=C(Cc1csc(NC(=O)c2ccc[nH]c2=O)n1)NC1CCCCC1,i
O=C(c1ccc(F)cc1Cl)N(CCc1cccs1)Cc1cccnc1,i
CCOc1ccc(NC(=O)NCCCn2nc(-c3ccncc3)ccc2=O)cc1,i
COCC(=O)Nc1nn(C)c2c1C(C)CC(=O)N2 (configuration not stated),i
COc1cccc(Nc2nnc(CC(=O)N3CCCCC3)s2)c1,i
COc1ccc(OC)c(-n2c(-c3ccccc3)cn3c4c(=O)n(CC(N)=O)c(=O)n(C)c4nc23)c1,i
O=C1c2cc(NS(=O)(=O)c3cccnc3)ccc2OCCC2CCCCN12 (configuration not stated),i
Cc1nnc(C2CCN(C(=O)C3CC(=O)N(c4ccc(Cl)cc4)C3)CC2)s1 (configuration not stated),i
CCc1nc2sc(C(c3ccccc3Cl)N3CCCC(C)C3)c(O)n2n1 (configuration not stated),i
Cc1nc(N2CCC(C(N)=O)CC2)nc(NCc2ccco2)c1[N+](=O)[O-],i
CCn1nnc2c(NCC(C)O)ncnc21 (configuration not stated),i
CCCN1C(=O)CCc2cc(NC(=O)c3ccc(OCC)cc3)ccc21,i
CN(C)C(CNC(=O)C(=O)Nc1cccc([N+](=O)[O-])c1)c1cccc2ccccc12 (configuration not stated),i
Cc1cccc(C)c1OCCCn1c(CNC(=O)c2ccco2)nc2ccccc21,i
COc1ccc(-c2cc(CC(=O)Nc3ccc4c(c3)OCO4)no2)cc1,i
Cc1nnc(NC(=O)CN2CCC(COCc3ccccc3)CC2)s1,i
Cc1ccc2c(NC(=O)Cc3sc(-c4ccccc4)nc3C)cccc2n1,i
Cc1ccc(NC(=O)C(=O)NCCc2cccs2)cc1Cl,i
COc1ccc(NC(=O)C2CCCN2C(=O)OC(C)(C)C)cc1 (configuration not stated),i
COc1ccc(-c2nc3nc(-c4ccc(OC)c(OC)c4)cc(C(=O)O)c3[nH]2)cc1,i
S=C(c1cccc(Br)c1)N1CCOCC1,i
CN(C)S(=O)(=O)N1CC(c2nc(-c3ccsc3)no2)C1,i
COc1cccc(NC(=O)C(=O)NCC(c2cccc3ccccc23)N2CCCC2)c1 (configuration not stated),i
COCCNC(=O)CCc1csc(NC(=O)c2ccc[nH]c2=O)n1,i
Cc1cc(NC(=O)CSc2nnnn2C)sn1,i
CCS(=O)(=O)c1ccc(C(=O)Nc2sc(C(=O)OC)c(C)c2C#N)cc1,i
Cc1ccc(C)c(Nc2nnc(CC(=O)NCCC(C)C)s2)c1,i
O=C(CCN1C(=O)c2ccccc2S1(=O)=O)Nc1ccc(S(=O)(=O)Nc2ncccn2)cc1,i
Cc1[nH]c(=O)[nH]c(=O)c1CC(=O)Nc1cc(C(C)(C)C)no1,i
COc1cc(N2CCN(C(=O)c3ccccc3C(F)(F)F)CC2)nc(OC)n1,i

# Screens: PubChem BioAssay, Vanderbilt University

# An excerpt. The share of hits here may be higher or lower than overall.
